RGS4-Gao reg – modulates binding of RGS4 to human Galphao; P09471; Multiplexed bead flow cytometry; actives lie on both sides; binding response (% of control), % at 10 µM; actives 0.33% (n = 220,000); in the data active = binding response below about 49% or above about 150%; inactive = in between;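 also: fluorescent Galphao activated with aluminum fluoride binding bead-coupled RGS4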
Target sequence (P09471 whole entry, looked up): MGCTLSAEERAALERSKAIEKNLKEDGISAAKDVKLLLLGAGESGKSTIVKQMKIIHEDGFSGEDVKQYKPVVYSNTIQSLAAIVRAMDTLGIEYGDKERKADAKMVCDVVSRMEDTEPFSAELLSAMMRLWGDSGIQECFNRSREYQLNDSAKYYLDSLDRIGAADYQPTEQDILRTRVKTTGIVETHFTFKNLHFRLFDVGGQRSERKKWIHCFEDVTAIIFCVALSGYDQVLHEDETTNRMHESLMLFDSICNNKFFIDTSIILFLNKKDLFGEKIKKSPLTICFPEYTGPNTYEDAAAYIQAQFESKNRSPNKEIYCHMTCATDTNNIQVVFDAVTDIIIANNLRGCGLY
RGS7-Gao reg – human RGS7-Galphao interaction regulation. P09471. Multiplexed bead flow cytometry, RGS7-Galphao binding; actives lie on both sides. binding response (% of control), % at 10 µM. actives 0.35% (n = 220,000). AID 1439; in the data active = binding response below about 49% or above about 150%; inconclusive = no clear call, values can overlap the other calls; inactive = in between;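 also: fluorescent Galphao held in activated GDP-AlF4 state binding bead-coupled RGS7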
Bim-Bcl-2 – disrupts Bim peptide binding to human Bcl-2; Bead-based flow cytometry, Bim peptide-Bcl-2 binding; AID 950; actives 0.06% (n = 190,000); inhibition, % at 10 µM; in the data active = inhibition above about 40%; inconclusive = no clear call, values can overlap the other calls;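 also: 0% = no compound wells with probe peptide and 100% = reference peptide inhibitor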
Bcl-XL Bim block – human Bim-Bcl-XL interaction inhibition; Q07817; Bim peptide-Bcl-XL binding, bead flow cytometry, fluorescence; inhibition, % at 10 µM; actives 0.04% (n = 190,000); AID 1007
Target sequence (Q07817 whole entry, looked up): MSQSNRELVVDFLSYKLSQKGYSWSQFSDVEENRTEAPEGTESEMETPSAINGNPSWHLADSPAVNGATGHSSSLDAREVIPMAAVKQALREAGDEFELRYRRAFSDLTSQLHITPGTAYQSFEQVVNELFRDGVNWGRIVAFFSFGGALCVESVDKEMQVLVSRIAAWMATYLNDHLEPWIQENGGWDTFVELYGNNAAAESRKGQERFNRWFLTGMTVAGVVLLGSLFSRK
Bim-Bcl-W – inhibitors of Bim-Bcl-W interaction, human | bead-based flow cytometry, Bim peptide-Bcl-W binding | actives 0.02% (n = 190,000) | Q92843 | inhibition, % at 10 µM;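 also: 0% = bound tracer without compound and 100% = peptide blocker; higher means less fluorescent Bim peptide bound to Bcl-W beads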
Target sequence (Q92843 whole entry, looked up): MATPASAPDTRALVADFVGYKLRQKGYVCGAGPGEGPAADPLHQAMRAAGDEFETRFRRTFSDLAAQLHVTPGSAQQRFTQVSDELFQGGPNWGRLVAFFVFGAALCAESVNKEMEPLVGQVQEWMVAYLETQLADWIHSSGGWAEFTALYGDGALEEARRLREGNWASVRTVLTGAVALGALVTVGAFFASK
RGS8-Gao reg – regulators of human RGS8-Galphao interaction; P09471; actives 0.34% (n = 220,000); response (percent of control binding), % at 10 µM; multiplexed bead flow cytometry, RGS8-Galphao binding; actives lie on both sides; in the data active = response below about 60% or above about 140%; inactive = in between;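 also: Galphao activated as the GDP aluminium fluoride complex binding bead-coupled RGS8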
Mcl1 Bid PPI – disrupts binding of human Mcl-1 to Bid peptide | Q07820 | actives 0.97% (n = 220,000) | TR-FRET Mcl-1/Bid-Dy647 peptide binding, 1536-well | inhibition, % at 21.7 µM | AID 1021;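 active = compounds that cut the binding signal by more than half at the single screening dose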;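 also: His-tagged Mcl-1 with europium anti-His antibody binding Bid BH3 peptide; 0% = Mcl-1 plus peptide wells and 100% = peptide-only wells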
Bim-Bfl-1 – disrupts Bim binding to human Bfl-1; inhibition, % at 10 µM; actives 0.12% (n = 190,000); Bead-based flow cytometry, Bim-Bfl-1 binding inhibition; AID 1008; Q16548;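 also: 0% = wells without compound plus tracer and 100% = blocker peptide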
GSH bead fluor – GSH bead compound fluorescence profile | AID 1776 | actives 0.25% (n = 190,000) | fluorescence (KMESF) at 10 µM | GSH beads flow cytometry, compound fluorescence 488/530 nm; active compounds read high; in the data active = fluorescence above about 89;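 also: glutathione beads carrying GST-tagged Bcl family fusion proteins plus one bare bead set; values are compound well signal with DMSO vehicle wells as background; inactives centre near 16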
Bim-Bcl-B – human Bim-Bcl-B interaction inhibition; Q9HD36; bead-based flow cytometry, Bim peptide-Bcl-B binding; inhibition, % at 10 µM; actives 0.073% (n = 190,000);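 also: 0% = tracer peptide without compound and 100% = reference inhibitor peptide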
Target sequence (Q9HD36 whole entry, looked up): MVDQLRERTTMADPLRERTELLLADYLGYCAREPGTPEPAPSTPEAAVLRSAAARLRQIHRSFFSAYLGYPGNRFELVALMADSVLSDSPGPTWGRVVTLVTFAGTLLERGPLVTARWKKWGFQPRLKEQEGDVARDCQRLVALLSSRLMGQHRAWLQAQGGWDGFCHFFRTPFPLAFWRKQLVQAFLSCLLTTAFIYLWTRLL
Mcl-1 Bim block – inhibitors of Bim-Mcl-1 interaction, human; AID 1009; inhibition, % at 10 µM; actives 0.1% (n = 190,000); Q07820; Bead-based flow cytometry, Bim peptide-Mcl-1 binding;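 also: 0% = no compound tracer wells and 100% = peptide blocker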
An asterisk follows results filed as active; ? = inconclusive. Rule as the data show it, unless noted: active = inhibition above about 40%.

1: Cc1ccc(CC(NC(=O)c2ccccc2)C(=O)N2CCCC2C(=O)O)cc1 (stereo not drawn)
2: Cc1ccc(C(=O)COC(=O)c2cn3ccccc3n2)cc1
3: Cc1cc(C)n(-c2ccc(Cl)c(C(=O)Nc3cc(C(F)(F)F)ccc3Cl)n2)n1
4: CCOc1ccc(NC(=O)Nc2nnc(CC)s2)cc1
5: Cc1ccc(-c2noc(-c3ccccc3F)n2)cc1
6: CC(OC(=O)C1=COCCO1)C(=O)Nc1ccc(Oc2ccccc2)cc1 (stereo not drawn)
7: CC(C)(C)[Si](OCC[C@@H]1C[C@@]1(C)[C@@H](NP(=O)(c1ccccc1)c1ccccc1)c1ccccc1)(c1ccccc1)c1ccccc1
8: CCCS(=O)(=O)N1CCC(C(=O)NCc2ccccc2Cl)CC1

compound no.	1	2	3	4	5	6	7	8
RGS4-Gao reg	100	105	101	99	102	99	100	102
RGS7-Gao reg	98	?	101	102	101	100	102	100
Bim-Bcl-2	-13	-1	-7	0	-2	0	0	10
Bcl-XL Bim block	-4	1	-8	0	2	0	-2	17
Bim-Bcl-W	-2	1	-8	6	0	-2	-1	12
RGS8-Gao reg	98	102	103	99	99	102	101	98
Mcl1 Bid PPI	3	-25	10	5	-46	15	-6	-18
Bim-Bfl-1	-16	-4	-8	-11	-3	-1	0	17
GSH bead fluor	33	11	10	18	14	17	18	27
Bim-Bcl-B	-11	-3	-12	-4	-1	-1	-4	13
Mcl-1 Bim block	-4	0	-9	2	0	1	0	15

9: Cc1cccc(NS(=O)(=O)c2cccc3nonc23)c1
10: O=C(NCc1ccccn1)c1ccc(COc2ccc(Cl)cc2)o1
11: COc1ccc(NC(=O)C(=O)NCCN2CCN(C(=O)c3cccs3)CC2)cc1
12: COCCNC(=O)/C(C#N)=C/c1cn(CC(=O)NCc2ccco2)c2ccccc12
13: O=C1CC(NCCC2=CCCCC2)C(=O)N1c1cccc(Cl)c1Cl (stereo not drawn)
14: O=C(OCCCC(=O)N1CCOCC1)c1ccccc1
15: CCOC(=O)C1(CCc2ccccc2)CCN(Cc2cnc(N(C)C)s2)CC1
16: S=C(N=Nc1ccccc1)NNc1ccccc1

compound no.	9	10	11	12	13	14	15	16
RGS4-Gao reg	99	100	95	95	103	108	99	92
RGS7-Gao reg	96	98	95	?	100	100	96	94
Bim-Bcl-2	-2	-10	2	3	-4	3	-4	-1
Bcl-XL Bim block	-2	-6	-6	1	-5	0	0	-9
Bim-Bcl-W	0	-1	-1	0	-2	-1	-3	-7
RGS8-Gao reg	99	99	97	96	103	102	100	83
Mcl1 Bid PPI	-31	-9	-1	-3	0	-2	-19	-32
Bim-Bfl-1	-5	-16	-7	5	-2	2	-7	0
GSH bead fluor	10	30	19	13	20	11	9	20
Bim-Bcl-B	-6	-12	0	5	0	0	-4	-19
Mcl-1 Bim block	-2	-4	-2	0	-7	-1	-5	-4

17: CCOC(=O)c1sc2nc(C)nc(SCC(=O)N(CC)C3CCS(=O)(=O)C3)c2c1C (stereo not drawn)
18: COc1ccc(C(=O)NCC2OCCc3ccccc32)cc1OC (stereo not drawn)
19: COc1ccc(CNC(=O)CN2C(=O)C3C4C=CC(C4)C3C2=O)cc1 (stereo not drawn)
20: CC1(C)NC(=O)N(CC(O)COc2ccc(-c3ccc(C#N)cc3)cc2)C1=O (stereo not drawn)
21: CCN1/C(=C\C(C)=O)Sc2ccc(OC)cc21
22: COc1cccc(-n2c(SC3CCOC3=O)nc3ccccc3c2=O)c1 (stereo not drawn)
23: O=C(Nc1nc(=S)ss1)c1c(F)cccc1F
24: O=C(NCc1ccccn1)C(=O)Nc1nc(C23CC4CC(CC(C4)C2)C3)cs1

compound no.	17	18	19	20	21	22	23	24
RGS4-Gao reg	104	103	101	100	108	102	90	104
RGS7-Gao reg	101	106	98	96	105	97	99	101
Bim-Bcl-2	-2	-3	-3	-5	1	1	-2	-2
Bcl-XL Bim block	-2	-13	-3	-2	0	1	-2	-2
Bim-Bcl-W	0	-8	-4	0	0	5	0	1
RGS8-Gao reg	100	103	101	100	101	102	90	101
Mcl1 Bid PPI	-5	2	-16	-2	-22	-17	2	-26
Bim-Bfl-1	-4	-2	0	0	1	-2	4	-3
GSH bead fluor	22	9	11	14	11	10	12	18
Bim-Bcl-B	0	-4	-2	0	0	-3	-11	0
Mcl-1 Bim block	0	-22	-4	-1	0	6	-1	1

25: O=C(CN1C(=O)c2ccccc2S1(=O)=O)Nc1ccc(S(=O)(=O)N2CCCC2)cc1
26: O=C(Nc1ccc(Cl)cc1)Nc1cc([N+](=O)[O-])ccc1F
27: COC(=O)c1ccc(CSc2ncnc3ccccc23)o1
28: O=C(CCc1nnc(C2CCCCC2)o1)NCc1ccc(F)c(F)c1
29: CCOC(=O)c1cccc(NC(=O)CSc2nnnn2C)c1
30: CCOC(=O)C1CCN(Cc2nc3ccccc3c(=O)n2-c2ccc(F)cc2)CC1
31: CCN(CC)S(=O)(=O)c1cc([N+](=O)[O-])ccc1N=Nc1c(O)n(C)c2ccccc12
32: CCOC(=O)CC(=O)CSc1nc(-c2cccnc2)cc(C)c1C#N

compound no.	25	26	27	28	29	30	31	32
RGS4-Gao reg	96	98	99	101	104	101	100	106
RGS7-Gao reg	100	98	101	102	103	98	97	101
Bim-Bcl-2	-3	-2	-4	-7	-2	-9	8	0
Bcl-XL Bim block	-3	-6	-3	-4	-2	-6	7	-5
Bim-Bcl-W	-5	-3	-2	-6	0	-1	5	-8
RGS8-Gao reg	99	101	102	103	102	100	98	104
Mcl1 Bid PPI	-8	-9	-15	-19	-10	-7	3	-13
Bim-Bfl-1	-2	-2	-10	-10	0	-18	12	-12
GSH bead fluor	19	9	13	11	26	34	7	12
Bim-Bcl-B	-4	-7	-2	-8	0	-7	8	-20
Mcl-1 Bim block	-6	-6	0	-5	0	-2	1	-6

33: CCN1C(=O)C(CC(=O)Nc2ccc(OC)cc2)N(Cc2cccnc2)C1=S (stereo not drawn)
34: COc1ccccc1OCc1nc(C#N)c(N2CCC(C(N)=O)CC2)o1
35: Cc1cccc2c(C(=O)Nn3cnnc3)cc(-c3ccccc3Cl)nc12
36: Cc1noc(/C=C/c2ccco2)c1S(=O)(=O)N1CCC(C(=O)NCc2ccco2)CC1
37: CCNC(=O)COC(=O)COc1ccc(Cl)cc1C
38: COc1cccc(C(=O)NC(=S)Nc2ccc([N+](=O)[O-])cc2C)c1
39: CN(Cc1ccccc1)c1cc(Cl)nc(N)n1
40: COc1cccc(N/C(C)=C/C(=O)c2ccc(Br)cc2)c1

compound no.	33	34	35	36	37	38	39	40
RGS4-Gao reg	112	105	101	95	105	110	101	102
RGS7-Gao reg	111	108	?	97	102	107	?	103
Bim-Bcl-2	-7	-2	2	0	-8	-7	-2	-7
Bcl-XL Bim block	-5	-3	-3	-5	1	-9	-1	-6
Bim-Bcl-W	1	0	0	0	0	-5	0	-4
RGS8-Gao reg	107	103	101	100	100	106	100	104
Mcl1 Bid PPI	34	-34	-21	-27	7	-19	-13	-12
Bim-Bfl-1	-10	-1	0	0	-13	-11	-6	-1
GSH bead fluor	13	10	18	22	50	8	14	19
Bim-Bcl-B	-5	-1	-3	0	-8	-11	-2	-4
Mcl-1 Bim block	-2	-3	1	0	-4	-5	-2	-7

Reprinted at random: 4 entries already listed
35: Cc1cccc2c(C(=O)Nn3cnnc3)cc(-c3ccccc3Cl)nc12
37: CCNC(=O)COC(=O)COc1ccc(Cl)cc1C
34: COc1ccccc1OCc1nc(C#N)c(N2CCC(C(N)=O)CC2)o1
39: CN(Cc1ccccc1)c1cc(Cl)nc(N)n1

compound no.	35	37	34	39
RGS4-Gao reg	101	105	105	101
RGS7-Gao reg	?	102	108	?
Bim-Bcl-2	2	-8	-2	-2
Bcl-XL Bim block	-3	1	-3	-1
Bim-Bcl-W	0	0	0	0
RGS8-Gao reg	101	100	103	100
Mcl1 Bid PPI	-21	7	-34	-13
Bim-Bfl-1	0	-13	-1	-6
GSH bead fluor	18	50	10	14
Bim-Bcl-B	-3	-8	-1	-2
Mcl-1 Bim block	1	-4	-3	-2

New compounds follow
41: COc1ccc(/C=C(/NC(=O)c2ccc(OC)cc2)C(=O)NCCc2c[nH]c3ccccc23)cc1
42: Cc1nc(NC(=O)CSc2nc3cccnc3n2C2CCCCC2)sc1C
43: CC1CCN(C(=O)CN2C(=O)c3cccc4cccc(c34)C2=O)CC1
44: Cc1nn(Cc2ccccc2Cl)c(C)c1NC(=O)CCCn1nc(C)c([N+](=O)[O-])c1C
45: CNC(=O)COc1ccc(Cl)c2cccnc12
46: COc1ccc(Cl)c2c1[nH]c1nc(SCc3ccccn3)nnc12
47: O=C(Nc1cccc(NC(=O)C2C3CC4OC(=O)C2C4C3)c1)c1ccccc1 (stereo not drawn)
48: CN1CCN(C(=O)C(C(=O)c2ccc(F)cc2)n2ccccc2=O)CC1 (stereo not drawn)

compound no.	41	42	43	44	45	46	47	48
RGS4-Gao reg	98	98	107	96	102	106	95	108
RGS7-Gao reg	100	100	105	103	?	117	94	116
Bim-Bcl-2	-6	-3	-2	-4	-2	0	1	-7
Bcl-XL Bim block	-5	-3	0	-3	0	-3	-2	-2
Bim-Bcl-W	-4	-2	-1	-1	0	-3	0	0
RGS8-Gao reg	99	100	110	100	105	108	100	107
Mcl1 Bid PPI	-75	-9	-4	-20	-13	-38	-27	-28
Bim-Bfl-1	-4	0	-3	-5	-6	-2	-5	-17
GSH bead fluor	13	10	15	64	14	14	21	35
Bim-Bcl-B	-8	-4	-10	-2	-3	-5	-2	-5
Mcl-1 Bim block	-5	-4	-1	0	-1	0	-1	-2

49: Cc1c(Cl)cnc(NC(=O)COC(=O)c2ccc3c(c2)OCO3)c1Cl
50: COc1ccc2c(c1)c1ncn(CCN3CCNCC3)c(=O)c1n2C
51: O=C(CSc1n[nH]c(-c2ccco2)n1)N1c2ccccc2Sc2ccccc21
52: COC(=O)c1ccc(OCC(=O)c2ccc(O)cc2O)cc1
53: CCCCc1ccc(NC(=O)c2ccc(NS(C)(=O)=O)cc2)cc1
54: CCOc1ccc(CCNC(=O)Cc2nn[nH]n2)cc1OCC
55: C=CCn1c(N2CCN(c3ccc(OC)cc3)CC2)nc2c1c(=O)n(C)c(=O)n2C
56: CCC(=O)N(CC)c1nc(-c2cc(OC)ccc2OC)cs1
57: Cc1oc(-c2cc(F)ccc2F)nc1CN1CCCN(C(=O)c2ccco2)CC1

compound no.	49	50	51	52	53	54	55	56	57
RGS4-Gao reg	96	94	102	99	97	102	94	97	102
RGS7-Gao reg	98	95	100	97	93	103	94	98	104
Bim-Bcl-2	1	-5	-12	-4	-3	-4	0	-14	0
Bcl-XL Bim block	3	-7	-1	-3	3	3	-3	-7	-6
Bim-Bcl-W	3	-3	1	-2	1	4	-1	-6	-3
RGS8-Gao reg	104	107	99	100	96	105	96	103	101
Mcl1 Bid PPI	-17	-2	-7	17	-1	8	-3	4	-33
Bim-Bfl-1	0	-7	-14	-4	-4	-7	-3	2	-5
GSH bead fluor	24	36	23	26	19	47	20	20	10
Bim-Bcl-B	0	-4	-4	-4	2	-4	-2	-8	-4
Mcl-1 Bim block	0	-5	1	-2	2	0	0	-4	-1

2 of the compounds above, with the structure last.
cpd	RGS4-Gao reg	RGS7-Gao reg	Bim-Bcl-2	Bcl-XL Bim block	Bim-Bcl-W	RGS8-Gao reg	Mcl1 Bid PPI	Bim-Bfl-1	GSH bead fluor	Bim-Bcl-B	Mcl-1 Bim block	mol
49	96	98	1	3	3	104	-17	0	24	0	0	Cc1c(Cl)cnc(NC(=O)COC(=O)c2ccc3c(c2)OCO3)c1Cl
50	94	95	-5	-7	-3	107	-2	-7	36	-4	-5	COc1ccc2c(c1)c1ncn(CCN3CCNCC3)c(=O)c1n2C
